Screening data as filed in PubChem.
USP1 inh: blocks the human USP1/UAF1 deubiquitinase complex | O94782 | recombinant USP1/UAF1, Ub-Rhodamine cleavage fluorescence | AID 743255 | 390,000 compounds, 0.23% hits | Potency, µM (doses to about 57.1 µM), for inactives: top-dose activity change, negative = inhibition, actives largely listed as inhibitors; note: potency is the fitted concentration of half-maximal effect; % is set by controls: 0 for no effect and ±100 for the full control effect; nearly all actives have a fitted effect of over 60% in size; inactives centre near -12
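1 nM enzyme complex + cpd, 15 min RT; start with Ub-Rho 150nM final; kinetic fluorescence ex 480/em 540, 6 reads q60 s. Buffer 50mM HEPES pH 7.8, 0.5mM EDTA, 0.1 mg/ml BSA, 1mM TCEP, 0.01% Tween-20.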
TrxR1 substrate: is turned over as a substrate by rat TrxR1; O89049; purified TrxR1 substrate turnover, NADPH consumption readout; Potency, µM (doses to about 114 µM), inactives show at the top dose activity change, negative = substrate turnover; 390,000 compounds, 0.01% hits; note: potency is the fitted concentration of half-maximal effect; % is set by controls: 0 for no effect and ±100 for the full control effect; nearly all actives have a fitted effect of over 50% in size
Target sequence (O89049 whole entry, looked up): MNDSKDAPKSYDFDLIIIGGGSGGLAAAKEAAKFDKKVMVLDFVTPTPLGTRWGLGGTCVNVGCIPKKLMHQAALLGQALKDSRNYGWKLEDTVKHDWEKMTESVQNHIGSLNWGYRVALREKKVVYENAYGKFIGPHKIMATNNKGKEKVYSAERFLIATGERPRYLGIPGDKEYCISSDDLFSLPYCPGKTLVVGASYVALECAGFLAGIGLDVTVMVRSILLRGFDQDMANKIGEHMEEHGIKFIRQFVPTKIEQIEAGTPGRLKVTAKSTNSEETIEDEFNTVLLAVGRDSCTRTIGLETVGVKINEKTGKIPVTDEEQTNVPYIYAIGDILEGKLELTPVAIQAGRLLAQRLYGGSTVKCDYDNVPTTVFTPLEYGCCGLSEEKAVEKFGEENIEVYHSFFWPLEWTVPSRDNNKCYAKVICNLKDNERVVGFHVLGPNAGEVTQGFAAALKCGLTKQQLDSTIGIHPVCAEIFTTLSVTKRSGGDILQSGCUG
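Rat TrxR1, dispensed at 90 nM, was prereduced with 400 uM NADPH (final) for 5 min at ~22 deg C, then incubated with compound 15 min before 400 uM selenite. A first-read NADPH fluorescence drop versus no-compound background flagged substrates.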
LDHA block: LDHA (human) enzyme inhibition; P00338; purified LDHA, NADH/diaphorase-resazurin fluorescence; active compounds read low; activity change, % (values are at about 110 or 230 µM); 480,000 compounds, 0.15% hits; AID 1347041; in the data active = activity change below about -30%; inconclusive = mostly about -25% to -30%;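 note: plate controls were DMSO wells for no effect and wells without enzyme for full effect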
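Human LDH5 (2 nM) was incubated with 0.06 mM NADH and 0.2 mM pyruvate for 5 min at room temperature in Tris pH 7.4. Remaining NADH was coupled through diaphorase/resazurin, and resorufin fluorescence was read at 0 and 20 min.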
Glioma ERSR ind: induces the endoplasmic reticulum stress response in human glioma cells | 420,000 compounds, 0.02% hits | U87-MG GRP78 promoter luciferase reporter, 16 h | Potency, µM, inactives show top-dose activation, actives largely listed as activators; note: potency is the fitted concentration of half-maximal effect; series mostly up to about 76 µM; % of control where 0% means no effect; nearly all actives have a fitted effect of over 35% in size
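Stably transfected U87-MG glioma cells carrying a GRP78-based luciferase sensor; 16 h compound incubation. Luminescence end-point read 10 min after Bright-Glo addition at room temperature.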
Vif-A3G inh: Vif-A3G binding inhibition; Potency, µM (titrated, usually from 46.1 µM), inactives show at the top dose activity, negative = active, most hits filed as inhibitors; HeLa A3G-eYFP + Vif (tagged APOBEC3G with the HIV-1 protein that degrades it), YFP fluorescence, overnight; AID 602310; 410,000 compounds, 0.076% hits;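 note: potency is the fitted concentration of half-maximal effect; % is set by controls: 0 for no effect and ±100 for the full control effect; nearly all actives have a fitted effect of over 60% in size; hits raise eYFP signal because A3G escapes Vif-driven loss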
Target sequence (Q9HC16 whole entry, looked up): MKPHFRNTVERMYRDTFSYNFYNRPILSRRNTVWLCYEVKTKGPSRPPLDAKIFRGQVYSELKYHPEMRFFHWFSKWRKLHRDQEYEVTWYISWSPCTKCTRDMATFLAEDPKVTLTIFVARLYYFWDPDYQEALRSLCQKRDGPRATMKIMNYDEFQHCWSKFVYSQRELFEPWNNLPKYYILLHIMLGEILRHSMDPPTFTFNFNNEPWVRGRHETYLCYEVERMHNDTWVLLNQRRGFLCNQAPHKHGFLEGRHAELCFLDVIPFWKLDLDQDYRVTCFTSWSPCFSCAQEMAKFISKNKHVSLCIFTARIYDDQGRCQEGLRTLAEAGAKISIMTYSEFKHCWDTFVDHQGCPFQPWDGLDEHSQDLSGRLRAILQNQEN
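Read-out is eYFP fluorescence (Ex 488/Em 500-530) from Vif-expressing HeLa A3G-eYFP cells; more signal means A3G escaped Vif-mediated degradation. Cells plated overnight, compound pinned in, incubated overnight at 37 deg C.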
Vif-APOBEC3F blk: blocks the Vif interaction with APOBEC3F; HeLa A3F-eYFP + Vif (tagged APOBEC3F with the HIV-1 protein that degrades it), YFP fluorescence increase; Potency, µM (top dose mostly 46.1 µM), for the others: at the top dose activity, negative = active; 390,000 compounds, 0.2% hits; note: potency is the fitted concentration of half-maximal effect; % of control where 0% means no effect; nearly all actives have a fitted effect of over 65% in size
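Fluorescence increase (Ex 488/Em 500-530) after overnight compound treatment at 37 deg C flags inhibition of Vif-driven A3F-eYFP loss in stable HeLa A3F-eYFP/Vif cells seeded overnight beforehand.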
RGS4 inh: human RGS4 inhibition. Transcreener GDP fluorescence polarization, RGS4-accelerated GTP hydrolysis. AID 504845. 390,000 compounds, 0.039% hits. Potency, µM (top dose mostly 114 µM), for the others: at the top dose activity change, negative = inhibition, most hits filed as inhibitors; note: potency is the fitted concentration of half-maximal effect; % is set by controls: 0 for no effect and ±100 for the full control effect; nearly all actives have a fitted effect of over 75% in size; some results filed as inactive show a strong effect at the top dose
Target sequence (P49798 whole entry, looked up): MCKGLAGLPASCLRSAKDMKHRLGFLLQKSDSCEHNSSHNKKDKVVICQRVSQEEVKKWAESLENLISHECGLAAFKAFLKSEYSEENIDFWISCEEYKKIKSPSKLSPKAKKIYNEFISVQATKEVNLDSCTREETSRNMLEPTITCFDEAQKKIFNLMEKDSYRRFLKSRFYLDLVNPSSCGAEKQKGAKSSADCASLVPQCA
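MLSMR compounds (23 nl, pin-transferred) preincubated 10 min at room temperature with a 500nM (2x) first reagent, then RGS4 at 900nM (2x) plus Transcreener GDP mix added; fluorescence polarization (620/688 nm) read before and after 90 min at 30 °C.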
mIDH1 inhibitor: blocks human mutant IDH1 R132H enzyme; O75874; IDH1-R132H enzyme, NADPH consumption, diaphorase/resazurin fluorescence; Potency, µM (series often up to 76.6 µM), without a hit: at the highest dose activity change, negative = inhibition, hits mostly inhibitors; 390,000 compounds, 0.093% hits; note: potency is the fitted concentration of half-maximal effect; % is set by controls: 0 for no effect and ±100 for the full control effect; nearly all actives have a fitted effect of over 65% in size
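IDH1-R132H (0.5 ug/mL) preincubated 30 min with compound, then NADPH (0.016 mM) and alpha-KG (2 mM) added; 80 min at RT, pH 7.5. Remaining NADPH coupled via diaphorase/resazurin to fluorescence (540/590 nm); concentration-response curves normalized to no-enzyme control.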
rTrxR1 inhibitor: blocks rat thioredoxin reductase 1; recombinant rTrxR1, NADPH fluorescence consumption, selenite substrate; Potency, µM (titrated, usually from 114 µM), inactives show top-dose activity change, negative = inhibition, hits mostly inhibitors; 390,000 compounds, 1% hits; O89049; note: potency is the fitted concentration of half-maximal effect; % is set by controls: 0 for no effect and ±100 for the full control effect; nearly all actives have a fitted effect of over 65% in size
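Rat TrxR1 (90 nM in the dispensed reagent) was pre-reduced with 400 uM NADPH for 5 min at room temperature, then incubated with compound for 15 min. After 400 uM selenite was added, NADPH fluorescence (Ex 340/Em 450 nm) was followed for 8 min.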
Numbers without * were called inactive; ? = inconclusive; · = not tested or not shown; [ ] = remark or other dose. Unless noted, calls come from the whole dose curve; as a rule, active = well fitted curve in the direction sought with a large enough effect; inconclusive = small, poorly fitted or top-dose-only effect, or another doubt; inactive = no such curve, though single readings can be large; an effect the other way counts as inactive or inconclusive. This is a subset; the hit share may differ from the screen's.

SMILES | USP1 inh | TrxR1 substrate | LDHA block | Glioma ERSR ind | Vif-A3G inh | Vif-APOBEC3F blk | RGS4 inh | mIDH1 inhibitor | rTrxR1 inhibitor
O=C(CCCC(=O)NCC1CCCO1)NCC1CCCO1 (stereo not drawn) | -6% | 141%[activator] | -9 | -3% | 0% | 2% | -20% | 7% | 23%
COc1ccc(Cl)cc1NC(=O)CN(C)CC(=O)Nc1ccc(S(N)(=O)=O)cc1 | ? | 4% | -13 | -5% | -6% | -17% | 4% | -7% | 18%
O=C(O)c1cc2ccc3cccc4ccc(c1)c2c34 | -29% | 251%[activator] | 5 | 7% | -13% | 0% | 2% | 2% | -6%
COc1ccc(-c2nc(C)c(CCNC(=O)C(=O)Nc3ccccc3C#N)s2)cc1OC | -24% | 9%[57.1 µM] | -2 | 3% | -4% | 0% | 15% | -3% | 28%[57.1 µM]
Cc1cc(-c2nc3ncccc3o2)ccc1NC(=O)CC(C)C | -9% | 262%[activator] | -15 | 0% | 3% | -5% | 11% | -5% | 5%
O=C(CSc1nnc(-c2cccnc2)o1)OC1CCCCC1 | -15% | 5% | -3 | -3% | -4% | -2% | -30% | 7% | 25%
COc1ccc(C2OC(=O)c3ccccc3S2)cc1 (stereo not drawn) | -10% | 4% | 7 | -1% | -7% | -8% | -19% | -1% | 22%
CS/C(=C\[N+](=O)[O-])Nc1ccc(Cl)cc1 | -9% | -25%[57.1 µM] | 0 | -14% | 0% | -5% | -38% | 0% | ?
O=S(=O)(c1ccccc1)N1CCN(S(=O)(=O)c2ccccc2)C1 | -4% | -2% | 0 | -2% | -1% | -7% | 17% | 7% | -5%
CCCCOc1ccc(NC(=O)c2cc(F)c(F)cc2Cl)cc1 | 2% | -9% | -3 | 3% | 0% | 4% | -34% | 5% | -7%
COc1ccc(N(CC(=O)N2c3ccccc3CC2C)S(=O)(=O)c2c(C)nn(C)c2C)cc1 (stereo not drawn) | -20% | 11%[57.1 µM] | -1 | -3% | -4% | 4% | -13% | 12% | 25%[57.1 µM]
CCOC(=O)N1CCC(NC(=O)c2ccc3c(c2)N(Cc2ccccc2)C(=O)c2ccccc2S3(=O)=O)CC1 | 12% | -7% | -19 | · | · | · | -1% | · | 3%
O=C1NCCN1Cc1ccccc1 | -10% | -1% | -5 | 7% | 1% | -14% | 15% | -1% | ?
CCn1c2ccccc2c2c3ncc4cccn4c3ccc21 | ? | 23% | 17 | 11% | ? | 25µM* | -19% | ? | -15%
O=C(Nc1ccc(F)c(F)c1)c1ccccc1-c1ccccc1 | -18% | 3% | -4 | -2% | 1% | 0% | 12% | 3% | -3%
CC(=O)Oc1cccc(/C=c2\sc3nc(-c4ccco4)nn3c2=O)c1 | -24% | 0% | 0 | -5% | -2% | 0% | -51% | -2% | ?
Cc1ccc(/C=C2\SC(=S)N(c3cccnc3)C2=O)cc1 | -12% | -6% | -4 | -5% | 1% | 6% | -9% | -3% | 8%
CCN1CN(Cc2ccco2)CNC1=S | 2% | 4%[57.1 µM] | -5 | -3% | 1% | 6% | 26% | 5% | 1%[57.1 µM]
CC(=O)c1ccc(N=Nc2ccc(N)cc2)cc1 | 0% | -6% | 2 | -13% | 0% | -4% | 20% | -3% | 1%
CCCn1c(N)c(N(CCOC)C(=O)c2ccc(N(C)S(=O)(=O)c3ccc(C)cc3)cc2)c(=O)[nH]c1=O | -11% | 8% | -4 | -5% | 0% | 3% | 13% | 10% | 23%
O=C1CC(=O)C(n2cncn2)C(c2ccc(Cl)cc2Cl)C1 (stereo not drawn) | -6% | 0%[57.1 µM] | 7 | -5% | -4% | -6% | 12% | 0% | -10%
COC(=O)C1=NN(C(C)=O)C2(CC(=O)N(c3cc(C)cc(C)c3)C2=O)C1 (stereo not drawn) | -7% | -7%[57.1 µM] | -6 | -4% | 0% | -1% | -18% | 2% | -13%[57.1 µM]
Cc1ccc(CSc2ccc3nnc(CCNS(=O)(=O)c4ccc(C)cc4)n3n2)cc1 | -19% | -5% | -12 | 0% | 2% | -5% | 6% | 0% | 14%
NC(=O)c1ccc2c(=O)n3c(-c4cc(Cl)c(N)c(Cl)c4)csc3nc2c1 | ? | 3% | -3 | 1% | ? | -6% | ? | -6% | -3%
O=C(NCc1ccc(F)cc1)c1ccc(CS(=O)(=O)c2ccc(Cl)cc2)o1 | ? | -6%[57.1 µM] | -9 | -1% | 5% | 0% | 8% | 0% | 3%[57.1 µM]
CC(=O)C1(C)CCC2C3C=C(C)C4=CC(=O)CCC4(C)C3CCC21C (stereo not drawn) | -8% | 10%[57.1 µM] | -4 | -3% | -1% | 5% | -13% | ? | 10%[11.4 µM]
CCN(C(=O)CSc1nnc(-c2ccccc2OC)n1N)c1c(N)n(Cc2ccccc2)c(=O)[nH]c1=O | -8% | -4% | -4 | -3% | 1% | ? | 14% | 3% | 9%
CCC(CC)C(=O)c1c[nH]c(C(=O)NCc2ccccc2OC)c1 | -11% | 5% | -5 | -1% | -15% | -8% | -14% | -19% | 25%
c1ccc(-c2ccc(OCCCNC3CCCC3)cc2)cc1 | ? | 3% | -19 | -3% | 0% | -8% | ? | -9% | -1%[57.1 µM]
Cc1cccc(C(=O)N2CCc3cc(CNC(=O)c4ccco4)ccc32)c1 | -5% | -20%[57.1 µM] | -7 | -4% | 3% | 7% | 25% | -1% | -22%[57.1 µM]
Cc1nn(C)c(C)c1CCC(=O)O | -7% | 8% | -11 | -3% | 0% | 8% | 12% | 2% | 12%[57.1 µM]
CC1CCCC(NC(=O)c2ccc3c(=O)n(CC4CCCO4)c(=O)[nH]c3c2)C1C (stereo not drawn) | 4% | 12%[57.1 µM] | -13 | -2% | -1% | -3% | 9% | -5% | 7%[57.1 µM]
COc1cccc(CNC(=O)CN(C)S(=O)(=O)c2cccc3cccnc23)c1 | -13% | 6% | -1 | 4% | 0% | -4% | -15%[11.4 µM] | 5% | 26%
S=C(NCc1ccc(Cl)cc1Cl)NC1CCCCC1 | -26% | 3%[57.1 µM] | -2 | -5% | -4% | 0% | -30% | 0% | 24%[57.1 µM]
COc1ccc(C(=O)CNc2ccc(C)cc2C)cc1 | -16% | -19%[57.1 µM] | 6 | -2% | 0% | -47% | -5% | -3% | 14%[57.1 µM]
COc1cc(/C=C2/SC(=S)N(Cc3ccccc3)C2=O)cc(OC)c1O | -6% | 4%[57.1 µM] | 10 | 0% | ? | ? | -35% | ? | 19%[57.1 µM]
O=C(Nc1ccc(F)cc1F)c1ccc2c(=O)n3c(nc2c1)CCCCC3 | -1% | -4% | -1 | -1% | -5% | 0% | 13% | 2% | 17%
CN(C)[C@@H](CO)c1nnc([C@H](CCC(=O)O)NC(=O)C2CCNCC2)o1 | ? | 9%[57.1 µM] | -4 | -4% | 4% | -3% | 0% | -7% | 20%[57.1 µM]
Cc1ccnc2nc(C(=O)Nc3cc(Cl)ccc3N3CCOCC3)nn12 | -22% | 10%[57.1 µM] | -7 | 0% | -15% | 2% | -32% | 3% | 20%[57.1 µM]
CCc1ccc(NC(=O)Cn2c(=O)n(CCc3ccccc3)c(=O)c3sc4ccccc4c32)cc1 | -20% | -6% | 0 | 1% | 1% | -1% | 28% | 11% | -6%
CCc1cccc2c(C(=O)C(NCCCOC)c3ccccc3)c[nH]c12 (stereo not drawn) | -8% | -1% | -6 | 0% | -1% | 1% | 0% | -10% | 8%
COC(=O)c1cc(OC)c(OC)cc1NC(=O)CSc1nnc(-c2cccnc2)n1C | -18% | 8% | 9 | -8% | -1% | -9% | 6% | 4% | 14%
COc1ccc(CN2C(=O)C(CC(=O)NC3CCCC3)CC(C(=O)N(C)C)=C2C)cc1 (stereo not drawn) | -25% | · | -1 | -2% | 0% | 4% | · | -2% | ·
O=C(Cn1ncc2c([nH]c3ccccc32)c1=O)Nc1ccc(F)cc1F | -19% | 8% | -1 | -4% | -5% | 1% | -2% | 0% | 19%
COc1ccc(C(C(=O)NC2CCCC2)N(Cc2ccccc2)C(=O)c2snc(C(N)=O)c2N)cc1OC (stereo not drawn) | -18% | 3% | -13 | -6% | 1% | -3% | 14% | -4% | 7%
O=C1c2ccccc2C(Nc2ccc(S(=O)(=O)N3CCCCCC3)cc2)N1Cc1ccco1 (stereo not drawn) | -15% | -10%[57.1 µM] | 0 | 0% | 1% | -2% | -14% | 14% | -7%[57.1 µM]
CCCCSc1nnc2c(n1)[nH]c1ccccc12 | -10% | 6% | 3 | 3% | -2% | -2% | -24% | 1% | 13%
CCOC(=O)/C(=N/Nc1ccccc1)N1CCCc2ccccc21 | -1% | -20% | -8 | -2% | -11% | 8% | 3% | 25% | -17%
COC(=O)c1cc2oc3ccccc3c2n1CC(=O)Nc1ccc(OC)c(OC)c1 | -24% | 13% | 3 | -1% | -6% | 1% | -6% | 7% | 27%
O=C(Nc1cc(C(F)(F)F)ccc1N1CCOCC1)c1cccnc1 | -2% | -2% | -2 | -3% | 2% | -4% | -18% | 3% | 22%
CC[n+]1ccc(C)c2cc(SC(F)(F)F)ccc21 | -10% | 20% | 2 | -5% | -1% | 4% | -16% | 0% | 10%
